# Source: PubChem BioAssay (Broad Institute)
# S100A4 inh HTS: inhibitors of human S100A4 binding to myosin IIA peptide; P26447; S100A4/TAMRA-MyoIIA peptide fluorescence polarization; inhibition, % at 10.7 µM; 360,000 compounds, 0.14% hits; AID 652163;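 active = mean inhibition of at least 70% across replicates, with every replicate also reaching that level; inconclusive = mean inhibition reaches 70% but some replicates fall short; inactive = mean inhibition below 70%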
# Target sequence (P26447 whole entry, looked up): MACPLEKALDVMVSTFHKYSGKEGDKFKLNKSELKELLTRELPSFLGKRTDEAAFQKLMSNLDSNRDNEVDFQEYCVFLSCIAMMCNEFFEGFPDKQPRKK
#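 Test system: S100A4 monomer protein. Medium: HEPES buffer with Ca2+, pH 7.2. Reagent: fluorescent myosin IIA peptide, 5 nM. Compound dosing: single-point compound testing. Timing: 5 min between mix addition and reading. Benchmarks: DMSO neutral and TFP positive wells.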
# CASP6 VEID inh: blocks human caspase-6 cleavage activity | P55212 | purified caspase-6, Z-VEID-R110 cleavage fluorescence | inhibition, % at 12.5 µM | 350,000 compounds, 0.53% hits | AID 686996;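 active = mean inhibition across replicates at least about 35%, with every replicate also reaching that limit, limit read from the data; inconclusive = only one of the two criteria met; inactive = neither criterion met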;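 note: 0% = median of neutral control wells and 100% = no fluorescence left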
# Target sequence (P55212 24-179 limits assumed): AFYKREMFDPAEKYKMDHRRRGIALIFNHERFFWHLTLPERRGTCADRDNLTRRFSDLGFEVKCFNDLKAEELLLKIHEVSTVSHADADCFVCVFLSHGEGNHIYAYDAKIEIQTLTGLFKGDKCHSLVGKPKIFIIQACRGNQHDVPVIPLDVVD
# Target sequence (P55212 194-293 limits assumed): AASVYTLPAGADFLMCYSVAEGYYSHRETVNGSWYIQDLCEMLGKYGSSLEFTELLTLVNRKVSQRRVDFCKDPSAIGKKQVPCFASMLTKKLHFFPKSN
# Statin myotox sup: protects C2C12 myotubes from simvastatin toxicity. ATP luminescence, 48 h; scaled: DMSO 0, geranylgeraniol control 100. rescue of ATP level, % at 7.49 µM. 330,000 compounds, 0.78% hits. AID 602340;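 active = mean ATP rescue above about 67%, or every replicate alone reaching that limit, limit read from the data, passing the limit was not always enough; inconclusive = no clear call, values can overlap the other calls; inactive = mean under the limit and some replicate under it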;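 note: myotubes were challenged with 10 µM simvastatin during compound exposure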
# SIRT5 block: inhibitors of human sirtuin-5 desuccinylase | inhibition, % at 15 µM | 330,000 compounds, 1.1% hits | Q9NXA8 | Purified SirT5, succinyl-peptide AMC, trypsin-coupled fluorescence; in the data active = inhibition above about 15%; inconclusive = no clear call, values can overlap the other calls
# Target sequence (Q9NXA8 whole entry, looked up): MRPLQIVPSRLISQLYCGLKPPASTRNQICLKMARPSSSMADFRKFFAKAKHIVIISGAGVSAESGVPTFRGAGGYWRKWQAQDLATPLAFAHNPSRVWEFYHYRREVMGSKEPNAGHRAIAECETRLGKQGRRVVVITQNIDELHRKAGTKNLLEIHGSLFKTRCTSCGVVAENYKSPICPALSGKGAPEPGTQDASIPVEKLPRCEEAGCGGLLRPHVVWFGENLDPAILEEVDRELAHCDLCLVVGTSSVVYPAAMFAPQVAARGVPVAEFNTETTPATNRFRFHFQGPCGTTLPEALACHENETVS
# esBAF inh: SWI/SNF esBAF complex inhibition; mouse ES cells, Bmi1-luciferase knock-in reporter, 24 h; 100% = twice the neutral-well signal; reporter increase, % at 12.5 µM; 350,000 compounds, 2% hits; AID 602393; in the data active = activation above about 40%; inconclusive = no clear call, values can overlap the other calls;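 note: 0% = median of the plate's neutral control wells and 100% = double that signal; a rise in the Bmi1 reporter signal indicates esBAF inhibition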
# FN deposition inh: fibronectin deposition inhibition. AH1F fibroblasts, Alexa488-fibronectin deposition fluorescence, overnight. 350,000 compounds, 0.086% hits. AID 743247. inhibition, % at 12.6 µM;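 active = mean inhibition across replicates of 30% or more, regardless of how many single replicates reach that level; inconclusive = mean under 30% yet at least half of replicates reach 30%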;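 note: positive control wells lacked labelled fibronectin entirely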
#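 Test system: AH1F fibroblast monolayer depositing Alexa488-labelled fibronectin into matrix. Input: 10000 cells per well. Technique: fluorescence, ex 485 nm, em 525 nm. Buffer or medium: DMEM plus 2% serum, read in PBS. Timing: 1 h cell adhesion before compound, then overnight fibronectin incubation. Compound: single dose, pinned. Read-out basis: inhibition from reduced deposited-fibronectin fluorescence.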
# LGR2 inh: blocks bursicon-induced cAMP signaling via Drosophila LGR2; AID 720647; 380,000 compounds, 0.35% hits; HEK293 LGR2, CRE-luciferase, bursicon-stimulated, 4 h; inhibition, % at 9.99 µM;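 active = drop in luminescence signal, shown as inhibition above about 50% in the replicate tests, limit read from the data, passing the limit was not always enough; inconclusive = probably only some replicates passing the limit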;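 note: agonist challenge used bursicon conditioned medium at about half maximal strength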
# * = called active by the depositor; ? = inconclusive; / = not tested or not shown; & = joins results of further samples. Only part of the results is shown (hit frequency here may not be typical).
SMILES,S100A4 inh HTS,Statin myotox sup,CASP6 VEID inh,SIRT5 block,FN deposition inh,LGR2 inh,esBAF inh
CCCC(=O)Nc1ccc2c(c1)C(=O)N(C)[C@@H]1CC[C@@H](CC(=O)Nc3cn(C)nc3C)O[C@H]1CO2,-5.4,9.9,0.1,-3.7,6.4,-14.1,0.5
CC(NC(=O)C(C)N1CCN(S(=O)(=O)c2ccccc2)CC1)c1ccccc1 (configuration not stated),1.7,-6.1,-1.8,-12.9,4.8,2.4,-0.7
O=C(CCc1nc2ccccc2c(=O)[nH]1)Nc1nnc(SCc2ccccc2)s1,-2.1,/,-1.5,-4.4,/,8.5,/
Cc1nc2ccc(C(=O)O)cc2c2c1CC(CN)O2 (configuration not stated),-9.3,-0.9,11.2,0.8,-1.5,-59.8,0.8
C#CCNC(=O)C1=C[C@@H](C)[C@H](CCCO)[C@@H](OCC)O1,-0.6&2.0,7.8,-2.3&-3.3,5.2,17.1,-1.9,-4.7
Cc1ccccc1NC(=O)CN1C(=O)CSc2ccc(S(=O)(=O)N3CCCC3)cc21,-2.1,2.1,-0.6,-3.0,7.5,-12.7,-9.7
CC1=C(C(=O)N2CCCCCC2)CC(CC(=O)NC2CCCC2)C(=O)N1Cc1ccccc1 (configuration not stated),0.2,-4.4,3.5,-4.8,1.1,8.3,-6.4
Cc1cc(C)c(S(=O)(=O)N2CCCOC2CNC(=O)C(=O)NCCCn2ccnc2)c(C)c1 (configuration not stated),9.8,/,-1.2,0.5,3.5,4.2,/
CCCC#Cc1ccc([C@@H]2[C@H](CO)N3C(=O)CN(C(=O)c4ccncc4)C[C@@H]23)cc1,-8.6,/,4.2,1.1,/,-3.4,/
COc1cccc(C(=O)NCC(=O)N2CCN(c3ccc(C(F)(F)F)cn3)CC2)c1,-2.9,5.2,-2.5,-1.2,-7.4,-13.3,-5.3
COc1ccc(CN2CCN(c3ncccn3)CC2)c(C)c1C,-5.5,-3.0,1.0,-1.2,-2.2,-3.5,-11.6
O=C(Nc1ccccc1)N1CCCCN2[C@@H](CO)[C@H](c3ccc(C#Cc4ccccn4)cc3)[C@@H]2C1,27.1,/,-0.6,3.2,/,-6.6,/
C[C@H](NC(=O)c1ccco1)C(=O)NC1CCCCCC1,7.2,2.3,2.5,-1.5,1.6,-7.3,2.5
O=C(c1ccccc1)c1nn(-c2ccccc2)c2nnc(Cc3ccccc3)c(=O)n12,-4.8,-20.7,-0.6,-8.8,0.3,-15.7,-0.5
COCCN(C(=O)CSc1nnc(C)n1-c1ccc(C)cc1)c1c(N)n(Cc2ccccc2)c(=O)[nH]c1=O,9.4,21.0,-0.3,-4.6,-1.6,-9.8,-6.8
O=C(Nc1ccc(-c2nnc(-c3ccco3)o2)cc1)C(c1ccccc1)c1ccccc1,-2.6,4.7,-2.7,2.4,/,12.5,9.3
Cc1ccc(NC(=O)CSc2nc3c(c(=O)[nH]2)CCCC3)cc1C,-9.5,-23.6,-52.4,-5.3,7.9,-8.5,5.9
CC1=C/C(=N\Nc2ccccc2[N+](=O)[O-])CC(C)(C)C1,2.8,-4.5,3.1,19.4*,24.0,-28.2,-5.6
O=C(C[C@@H]1CC[C@H](NC(=O)Cc2cccnc2)[C@@H](CO)O1)NCc1ccc2c(c1)OCO2,4.5,-12.3,-0.7,2.1,-3.5,4.9,3.7
C[C@H](CO)N1C[C@H](C)[C@H](CN(C)Cc2cccnc2)Oc2ncc(-c3ccccc3)cc2C1=O,-10.6,15.5,0.1,-3.7,-7.1,-14.1,0.2
Cc1nc(N)c(C#N)c(-c2cccnc2)c1C,/,11.6,/,/,0.7,/,-8.1
COc1ccc(/C=C/C(=O)OCC(=O)NC2CCCC(C)C2C)c(OC)c1 (configuration not stated),-4.8,7.3,-0.7,-4.8,3.3,-7.3,2.7
Cc1cccc(NS(=O)(=O)c2cccc(C(=O)NCC(c3ccco3)N(C)C)c2)c1 (configuration not stated),-1.4,-5.8,-136.3,-0.2,-5.1,-10.2,0.4
c1ccc(-c2ccc(CN3CCSCC3)cc2)cc1,-2.6,-6.4,1.8,-1.5,-11.5,-29.8,23.5
C[C@H](CO)N1C[C@H](C)[C@@H](CN(C)CC2CC2)Oc2cc(C#C[C@@H](C)O)ccc2S1(=O)=O,/,-39.8,/,/,/,11.3,5.8
O=C(O)CCCn1cc(NC(=O)c2ccco2)cn1,-4.2,10.2,3.2,0.2,/,-0.7,-2.7
COc1cccc(C#Cc2ccc3c(c2)[C@H]2[C@H](CCN2S(=O)(=O)c2ccccc2)[C@H](CO)N3)c1,-7.3,-20.8,-0.7,1.1,-32.7,0.7,0.3
CO[C@H](CN(C)S(=O)(=O)c1ccc(Cl)cc1)[C@@H](C)CN([C@@H](C)CO)S(=O)(=O)c1cccc(Cl)c1,-0.1,11.8,0.9,/,4.1,2.9,-1.4
O=C(CN1CCOCC1)Nc1ccc2c(c1)OC(F)(F)O2,-55.9,9.5,-0.2,-1.1,3.4,4.5,-7.3
CC(C)(C)C(=O)Nc1ccc(Sc2ccc([N+](=O)[O-])cc2)cc1,-7.5,/,-4.8,1.2,-6.4,22.5,/
CS(=O)(=O)N1[C@H](CO)[C@@H](c2ccccc2-c2ccc(F)cc2)[C@@H]1C#N,-19.6,/,2.1,-1.8,-15.3,21.7,/
CCOC(=O)c1c(NC(=O)COC(=O)CCOc2ccccc2C)sc(C(=O)NC)c1C,-6.7,1.0,0.4,-1.1,4.6,-12.2,6.2
O=C(c1cccc(F)c1)N1CC(=O)N2[C@@H](CO)[C@H](c3ccc(C#Cc4ccc(F)cc4)cc3)[C@@H]2C1,-20.7,/,2.0,4.4,/,10.3,/
Cc1cc(OCC(=O)NCc2ccncc2)ccc1Cl,-1.1,0.6,-1.7,0.8,-3.6,-4.0,-1.4
CO[C@H]1CN(C)C(=O)c2ccc(NC(=O)c3ccc(F)cc3)cc2OC[C@@H](C)N(C(=O)CN(C)C)C[C@@H]1C,/,9.4,/,/,-15.3,6.9,3.1
O=C(C[C@@H]1CC[C@H]2[C@@H](COC[C@@H](O)CN2Cc2ccccc2)O1)N1CCOCC1,0.4,9.3,0.7,-1.9,-1.0,11.5,-0.3
O=C(Nc1nnc(-c2ccc(F)cc2)o1)c1ccco1,21.2,0.7,-0.1,-0.7,-6.6,-1.5,-10.1
CCC(=O)N1[C@@H]2c3ccc(-c4ccccc4OC)c(=O)n3C[C@@H]2[C@@H](CO)[C@@H]1C(=O)NCCCN(C)C,-6.1,16.9,-26.3,-18.0,-11.8,22.3,-5.2
N=c1occ(C(=O)c2cc(F)ccc2O)cc1C(=O)NC1CCCCC1,-15.9,/,/,-3.3,-7.9,-12.0,/
C[C@H]1CN([C@@H](C)CO)C(=O)CCCn2cc(nn2)CO[C@H]1CN(C)C(=O)NC1CCCCC1,-5.0,4.0,-1.6,-1.8,-8.0,1.3,2.9
C[C@@H]1CN([C@H](C)CO)C(=O)c2cccc(NC(=O)C3CCOCC3)c2O[C@H]1CN(C)C(=O)Nc1cccc2ccccc12,6.3,16.9,7.3,2.5,-10.5,-7.9,4.4
CNC(=O)CSc1nc2c(c(=O)n(C)c(=O)n2C)n1Cc1ccc(C)cc1,2.0,57.3,-1.1,-0.9,/,8.2,-8.5
C[C@H]1CN([C@@H](C)CO)C(=O)Cc2cc(NC(=O)Nc3cccc4ccccc34)ccc2O[C@@H]1CN(C)C(=O)Nc1ccc(F)cc1,45.1,7.5,-3.0,4.4,/,-1.2,2.1
N=c1sccn1CC(=O)Nc1cccc2ccccc12,/,?,/,/,/,-21.5,2.1
O=C1COc2ccc(C(=O)COC(=O)c3ccccc3[N+](=O)[O-])cc2N1,-0.8,-4.6,-1.7,1.3,0.7,-92.6,77.3*
C[C@@H]1CCCCO[C@@H](CN(C)C)[C@H](C)CN([C@@H](C)CO)C(=O)c2cc(NC(=O)NC3CCCCC3)ccc2O1,/,24.3,/,/,/,2.4,0.0
CCOC(=O)c1ccoc1CN1CCN(S(=O)(=O)c2ccc(C)c(C)c2)CC1,-4.7,2.4,0.4,/,1.4,2.2,3.5
O=C(NN=Cc1ccc2c(c1)OCO2)c1ccncc1,-2.2,1.0,-1.6,3.6,-2.4,-19.7,8.9
COc1ccc2c3c([nH]c2c1)[C@@H](CO)NCC31CN(C(=O)C2CCCC2)C1,-0.3,/,2.1,0.8,/,-4.4,/
COC(=O)[C@@H]1[C@@H](CO)[C@@H]2Cn3c(ccc(-c4ccccc4F)c3=O)[C@@H]2N1C(=O)c1cnccn1,4.3,-18.4,0.0,2.8,/,3.7,-2.2
COc1ccc(NC(=O)C2Cc3c(-c4cccc(C(N)=O)c4)ccnc3O2)cc1OC (configuration not stated),1.6,-7.6,0.0,/,12.4,-9.1,7.2
C[C@@H]1CN([C@@H](C)CO)C(=O)Cc2cc(NC(=O)CCCCCC(=O)Nc3ccccc3N)ccc2O[C@@H]1CN(C)Cc1ccccc1,0.5,42.5,1.5,-3.1,/,14.1,-1.6
Cc1ccc(N2C(=O)CC(N3CCN/C3=C3\CC/C(=C\c4ccccc4)C3=O)C2=O)cc1 (configuration not stated),-1.7,8.9,-1.7,-1.8,-11.7,9.6,-5.0
CO[C@@H]1CN(C)C(=O)c2cc(NS(=O)(=O)c3ccccc3F)ccc2OC[C@H](C)NC[C@H]1C,4.0,14.0,-3.6,0.9,-17.4,-3.2,-5.9
CCC(=O)N(C)C[C@H]1Oc2ncc(C#CC(C)C)cc2C(=O)N([C@H](C)CO)C[C@@H]1C,-18.4,5.1,0.2,0.3,/,-4.6,-0.4
Cc1cc2nc(N=C(N)N)nc(C)c2cc1C,-2.6,-5.0,-20.1,0.4,3.4,9.4,-1.2
COC(=O)c1cccc(NC(=O)CSc2ncn[nH]2)c1,/,2.9,/,/,/,-6.2,4.0
COc1ccc(N(C(=O)c2snc(C(N)=O)c2N)C(C(=O)NCc2ccccc2)c2ccc(O)cc2)cc1OC (configuration not stated),-10.5,11.8,0.7,0.1,4.6,8.3,2.2
Cc1csc(=O)n1CC(=O)OCC(=O)c1c(N)n(CC(C)C)c(=O)n(C)c1=O,2.0,/,-1.9,7.6,0.2,-13.0,/
Cc1noc(C)c1S(=O)(=O)Nc1cccc2c1O[C@@H](CN(C)C(=O)Nc1ccc3c(c1)OCO3)[C@@H](C)CN([C@H](C)CO)C2=O,-42.2,-57.8,-1.3,-1.7,3.5,14.4,-1.8

# Going on with the list:
SMILES,S100A4 inh HTS,Statin myotox sup,CASP6 VEID inh,SIRT5 block,FN deposition inh,LGR2 inh,esBAF inh
O=C([C@H]1[C@H](CO)[C@H]2Cn3c(cccc3=O)[C@H]2N1CC1CCCC1)N1CCCCC1,5.6,-4.2,-0.4,-0.3,/,-31.6,0.0
COc1ccc(C2C3=C(N=C4SCC(=O)N42)c2ccccc2CC3)cc1OC (configuration not stated),3.3,10.8,15.0,3.0,/,-23.1,0.8
COC(=O)Nc1ccc2c(c1)ncn2C1CCCCC1,/,-4.7,/,/,-2.1,/,21.2
COc1ccc(C(=O)N/C(=C\c2cn(C)c3ccccc23)C(=O)NCCN2CCOCC2)cc1OC,-3.4,-3.4,3.2,4.9,-4.0,4.7,-1.9
COc1ccccc1NC(=S)NCc1ccccn1,-6.5,/,6.1,1.6,0.8,-21.5,/
